PGK inhibitor: T. brucei PGK inhibition. P07378. PGK/GAPDH coupled, Kinase-Glo luminescence, 60 min. Potency, µM (titrated, usually from 57.5 µM), for inactives: top-dose activity change, negative = inhibition, most hits filed as inhibitors. 0.043% of 380,000 active. AID 602233; note: % is set by controls: 0 for no effect and ±100 for the full control effect; nearly all actives have a fitted effect of over 60% in size
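Luminescent ATP detection (Kinase-Glo Plus) follows a 60-minute room-temperature incubation, with wells lacking PGK as controls. Buffer: 100 mM TEA (pH 7.6), 5 mM MgCl2, 0.01% Tween-20. Coupling enzyme GAPDH (100 nM final) supplies unstable 1,3-BPG in-well.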
RGS4 inhibitor: inhibitors of human regulator of G protein signaling 4; Potency, µM (highest dose often 114 µM), inactives show at the top dose activity change, negative = inhibition, usual class: inhibitors; P49798; AID 504845; 0.039% of 390,000 active; Transcreener GDP fluorescence polarization, RGS4-accelerated GTP hydrolysis; note: % is set by controls: 0 for no effect and ±100 for the full control effect; nearly all actives have a fitted effect of over 75% in size; some results filed as inactive show a strong effect at the top dose
Target sequence (P49798 whole entry, looked up): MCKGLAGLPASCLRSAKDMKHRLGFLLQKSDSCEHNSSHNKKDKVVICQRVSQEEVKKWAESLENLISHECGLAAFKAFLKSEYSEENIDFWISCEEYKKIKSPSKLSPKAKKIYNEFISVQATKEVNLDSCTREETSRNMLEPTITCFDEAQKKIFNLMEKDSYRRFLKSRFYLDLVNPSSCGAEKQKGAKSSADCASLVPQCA
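MLSMR compounds (23 nl, pin-transferred) preincubated 10 min at room temperature with a 500nM (2x) first reagent, then RGS4 at 900nM (2x) plus Transcreener GDP mix added; fluorescence polarization (620/688 nm) read before and after 90 min at 30 °C.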
TrxR1 inh: inhibitors of rat thioredoxin reductase 1 | recombinant rTrxR1, NADPH fluorescence consumption, selenite substrate | Potency, µM (highest dose often 114 µM), for inactives: at the top dose activity change, negative = inhibition, usual class: inhibitors | 1% of 390,000 active | AID 588453; note: % is set by controls: 0 for no effect and ±100 for the full control effect; nearly all actives have a fitted effect of over 65% in size
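Rat TrxR1 (90 nM in the dispensed reagent) was pre-reduced with 400 uM NADPH for 5 min at room temperature, then incubated with compound for 15 min. After 400 uM selenite was added, NADPH fluorescence (Ex 340/Em 450 nm) was followed for 8 min.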
ALOX12 inh: blocks human arachidonate 12S-lipoxygenase; 1.1% of 580,000 active; purified 12hLO, xylenol orange hydroperoxide absorbance; Potency, µM (top dose mostly 108 µM), for inactives: at the highest dose activity change, negative = inhibition, actives largely listed as inhibitors; AID 1671190; note: % is set by controls: 0 for no effect and ±100 for the full control effect
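Purified human 12hLO at 150 nM in 25 mM Hepes, 0.01% Triton X-100, pH 7.0, preincubated 15 min at room temperature with compound. Reaction started with 40 uM arachidonic acid, 30 min at room temperature. Hydroperoxide measured by Fe-xylenol orange, 573/405 nm absorbance ratio.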
JMJD2A Tudor inh: blocks the human JMJD2A Tudor domain; O75164; AlphaScreen JMJD2A-Tudor / H3K4me3 peptide binding; Potency, µM (titrated, usually from 114 µM), without a hit: top-dose activity change, negative = inhibition, actives largely listed as inhibitors; 4.4% of 390,000 active; AID 504339; note: % is set by controls: 0 for no effect and ±100 for the full control effect; nearly all actives have a fitted effect of over 50% in size
GLS inhibitor: inhibitors of human glutaminase (GLS). O94925. GLS enzymatic activity, qHTS titration. Potency, µM (titrated, usually from 45.5 µM), without a hit: at the top dose activity change, negative = inhibition, usual class: inhibitors. 0.21% of 410,000 active. AID 624170; note: % is set by controls: 0 for no effect and ±100 for the full control effect
Target sequence (O94925 whole entry, looked up): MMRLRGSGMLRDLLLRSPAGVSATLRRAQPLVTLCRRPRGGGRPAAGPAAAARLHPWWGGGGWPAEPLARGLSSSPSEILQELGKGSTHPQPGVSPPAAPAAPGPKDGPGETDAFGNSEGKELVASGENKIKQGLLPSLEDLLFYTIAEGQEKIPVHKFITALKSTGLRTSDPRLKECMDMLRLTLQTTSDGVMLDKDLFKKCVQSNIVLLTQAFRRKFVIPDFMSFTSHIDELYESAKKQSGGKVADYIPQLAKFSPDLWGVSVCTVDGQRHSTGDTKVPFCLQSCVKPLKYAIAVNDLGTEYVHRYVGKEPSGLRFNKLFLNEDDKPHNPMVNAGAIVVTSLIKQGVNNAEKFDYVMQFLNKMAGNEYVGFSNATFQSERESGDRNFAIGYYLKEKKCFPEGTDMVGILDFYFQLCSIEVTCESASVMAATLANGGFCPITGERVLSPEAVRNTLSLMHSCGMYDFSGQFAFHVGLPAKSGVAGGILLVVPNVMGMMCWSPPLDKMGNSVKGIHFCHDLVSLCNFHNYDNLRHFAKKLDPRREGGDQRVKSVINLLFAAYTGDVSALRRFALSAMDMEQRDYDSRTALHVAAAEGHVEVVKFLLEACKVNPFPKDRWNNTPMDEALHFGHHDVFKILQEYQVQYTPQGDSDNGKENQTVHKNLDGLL
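Two-point fluorescence kinetic (t0, 30 min RT) for hKGA; glutamate detected via glutamate oxidase–HRP–Amplex Red. Substrate: 1 mM L-glutamine solution; buffer 45 mM KH2PO4, pH 8.2.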
HP1b chromo inh: blocks HP1-beta chromodomain binding to methylated histone tails. 0.56% of 390,000 active. AID 540317. AlphaScreen HP1-beta / biotin-H3K9me3 peptide binding. Potency, µM (highest dose often 114 µM), for the others: at the highest dose activity change, negative = inhibition, actives largely listed as inhibitors; note: nearly all actives have a fitted effect of over 70% in size; inactives centre near 23
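Compound inhibition of the preformed complex between 50 nM HP1-beta and 50 nM biotinylated H3K9me3 peptide was read by AlphaScreen. Buffer was PBS pH 7.4 with 0.01% Tween-20. Incubations ran 30 min at room temperature, with 10 ug/mL donor/acceptor beads.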
Pin1 inh: inhibitors of human Pin1; Pin1 FP peptide displacement, HiFluor488, 10 min; Potency, µM (series often up to 115 µM), for the others: at the top dose activity, negative = inhibition, most hits filed as inhibitors; 0.009% of 390,000 active; AID 504891; active = well fitted inhibition curve with a large enough effect in the polarisation, with a control signal flat, not every such curve was filed as active; inconclusive = small, poorly fitted or top-dose-only effect, or effect the other way, or a change in a side signal; inactive = no such curve, though single readings can be large or run the other way; the % refers to the polarisation; note: % is set by controls: 0 for no effect and ±100 for the full control effect
Target sequence (Q13526 whole entry, looked up): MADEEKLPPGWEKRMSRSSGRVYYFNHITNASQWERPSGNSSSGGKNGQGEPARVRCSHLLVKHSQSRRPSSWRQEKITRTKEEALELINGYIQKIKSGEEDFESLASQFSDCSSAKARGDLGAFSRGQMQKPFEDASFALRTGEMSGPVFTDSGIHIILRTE
ERG-DNA inh: blocks human ERG Ets domain binding to DNA; 0.028% of 370,000 active; fluorescence polarization, His-ERG Ets domain / labelled DNA; Potency, µM (highest dose often 76.9 µM), inactives show at the top dose FP activity, negative = inhibition, usual class: inhibitors; active = well fitted inhibition curve with a large enough effect in the polarisation, with a control signal flat; inconclusive = small, poorly fitted or top-dose-only effect, or effect the other way, or a change in a side signal; inactive = no such curve, though single readings can be large or run the other way; the % refers to the polarisation;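 note: polarization taken with two DNA probes labelled with fluorescein and Texas red; % of control where 0% means no effect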
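His-tagged ERG Ets domain (1 uM in the protein solution; 300mM KCl, 50mM Tris-HCl, 1mM EDTA, 1mM DTT, pH 7.5) received compound, then a probe mix of 5 nM fluorescein-DNA and 100nM Texas-615-DNA. Fluorescence polarization was read for both dyes.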
* hit, by the source's call; i = inactive; ? = inconclusive; . = not tested or not shown; & = joins results of further samples; [ ] = remark or other dose. Unless noted, calls come from the whole dose curve; as a rule, active = well fitted curve in the direction sought with a large enough effect; inconclusive = small, poorly fitted or top-dose-only effect, or another doubt; inactive = no such curve, though single readings can be large; an effect the other way counts as inactive or inconclusive. Potency is the fitted concentration of half-maximal effect. A portion of the library. The share of hits here may be higher or lower than overall.

The first 2 records as a preview:
| structure | PGK inhibitor | RGS4 inhibitor | TrxR1 inh | ALOX12 inh | JMJD2A Tudor inh | GLS inhibitor | HP1b chromo inh | Pin1 inh | ERG-DNA inh |
| --- | --- | --- | --- | --- | --- | --- | --- | --- | --- |
| CC1=C(C)CS(=O)N(c2ccc(S(N)(=O)=O)cc2)C1 (centres undefined) | 3% | ? | -8% | -11% | 2% | 0% | 61%[activator] | -3% | -5% |
| COc1ccc(S(=O)(=O)N(CC(=O)NCc2ccncc2)Cc2ccccc2)cc1 | -10% | 15% | 5%[57.1 µM] | -39% | -11% | 1% | 9% | -4% | 0% |

Main list, from the first entry:
| structure | PGK inhibitor | RGS4 inhibitor | TrxR1 inh | ALOX12 inh | JMJD2A Tudor inh | GLS inhibitor | HP1b chromo inh | Pin1 inh | ERG-DNA inh |
| --- | --- | --- | --- | --- | --- | --- | --- | --- | --- |
| CC1=C(C)CS(=O)N(c2ccc(S(N)(=O)=O)cc2)C1 (centres undefined) | 3% | ? | -8% | -11% | 2% | 0% | 61%[activator] | -3% | -5% |
| COc1ccc(S(=O)(=O)N(CC(=O)NCc2ccncc2)Cc2ccccc2)cc1 | -10% | 15% | 5%[57.1 µM] | -39% | -11% | 1% | 9% | -4% | 0% |
| O=S(=O)(c1ccc2c(c1)OCCO2)N1CCN(Cc2ccccc2)CC1 | i | -21% | -4% | 3% | -7% | -6% | 20% | 1% | -8% |
| O=C(c1c(F)cccc1F)N1CCC(n2nnc3cc(C(F)(F)F)ccc32)CC1 | i | 2% | 22%[57.1 µM] | -3% | 9% | -2% | 11% | 1% | 1% |
| COc1ccc(-c2cc(C(=O)Nc3c(C(=O)c4ccc(C)c(F)c4)oc4ccccc34)no2)cc1 | -4% | -9% | 16% | -17% | 5% | -1% | 41% | -7% | 2% |
| COc1ccccc1C(=O)NNC1=NS(=O)(=O)c2ccccc21 | -3% | -6% | 7%[57.1 µM] | ? | -17% | 3% | -6% | -9% | 6% |
| CCc1ccc(C(=O)Nc2ccc(S(=O)(=O)Nc3nc(C)cc(C)n3)cc2)o1 | 0% | 49% | -9%[57.1 µM] | 0% | -22% | 2% | 13% | 2% | -4% |
| O=C(Nc1nc2ccc(S(=O)(=O)N3CCCC3)cc2s1)c1cccs1 | -2% | -12% | 5%[57.1 µM] | 1% | -6% | -2% | 47% | 22% | -1% |
| COc1ccc(NC(=O)Cn2c(C)cc(=O)c3cccc(OC)c32)cc1 | -1% | 14% | 0% | 30%[activator] | -18% | -9% | 38% | 2% | 2% |
| O=C(NCc1cccc(Br)c1)C1CC(c2ccccc2C(F)(F)F)=NO1 (centres undefined) | -6% | -5% | -2% | -3% | -1% | -10% | 67%[activator] | -1% | 9% |
| COc1ccc(-c2cc(=O)oc3cc(OCC(=O)Nc4ccccn4)ccc23)cc1 | -10% | -104%[56.9 µM] | -15% | 1% | 18µM* | ? | 19% | -1% | -11% |
| Cc1cccc(C(=O)OCC(=O)c2c(C)[nH]c3ccccc23)c1O | -2% | -19% | 9% | -4% | 0% | -2% | 31% | 0% | 15% |
| COc1cc2c(cc1OC)C(COc1ccccc1OC)N(C(=O)c1ccccc1OC)CC2 (centres undefined) | 1% | 2% | 3%[57.1 µM] | -10% | -23% | 5% | 34% | -5% | -1% |
| COc1ccc(CN(C#N)c2nc(SC)nc(N(C)C)n2)cc1 | -1% | -12% | 16% | 0% | -21% | 5% | 37% | 0% | 0% |
| CCC(=O)Nc1ccccc1C(=O)OCC(=O)c1ccc2ccccc2c1 | -5% | 6% | 6% | -20% | -2% | 3% | 42% | 7% | -1% |
| CCc1ccccc1NC(=O)c1cc2nc(-c3ccc(OC)c(OC)c3)cc(C(F)(F)F)n2n1 | -1% | -7% | 30% | 0% | 10% | 3% | 41%[activator] | -6% | -2% |
| COc1ccc(NC(=O)Cn2ccc3c(OC)cccc3c2=O)cc1 | -1% | -11% | 10% | 0% | -2% | 1% | 17% | -1% | -1% |
| Cc1ccc(N2CCN(C(=O)c3cc(COc4c(C)cccc4C)on3)CC2)c(C)c1 | -8% | -15% | -2% | ? | -5% | 3% | 32%[activator] | 37%[activator] | 3% |
| Cc1cc(C)c(C#N)c(Oc2ccccc2Br)n1 | 2% | 23% | -4% | -12% | 20% | 0% | 91%[activator] | 8% | 6% |
| O=c1c2cc(Cl)ccc2[nH]c(=S)n1Cc1cccs1 | -1% | 5% | -2%[57.1 µM] | 5% | -3% | 6% | 25% | 1% | -3% |
| Cc1cc(OCc2cc(C(=O)NCCN3CCCCC3CO)no2)cc(C)c1Cl (centres undefined) | -2% | 18% | 7% | -14% | -25% | 21% | 10% | 13% | 2% |
| Cc1cc(C)c(C#N)c(Oc2ccccc2)n1 | -1% | 2% | 22%[57.1 µM] | 29% | 26% | -13% | 54%[activator] | -4% | -6% |
| CCC(C)NC(=O)CNC(=O)c1nn(-c2ccc(OC)cc2)c(=O)c2ccccc12 (centres undefined) | -6% | 2% | 24%[57.1 µM] | 51%[activator] | -5% | -4% | 15% | -5% | -1% |
| CCN(CC)S(=O)(=O)c1ccc2oc(Nc3ccccc3)nc2c1 | -9% | -34% | 3% | 4% | ? | 17% | -23% | -2% | 9% |
| CC(C)(C)S(=O)N1Cc2cc(=O)n(Cc3ccccc3)cc2[C@H]1CCO (some centres undefined) | -9% | -35% | -33% | -16% | -8% | -12% | 78%[activator] | ? | 5% |
| O=C(CCN1CCOCC1)NNC(=O)c1ccc([N+](=O)[O-])cc1[N+](=O)[O-] | -6% | 6% | 13% | 7% | -8% | -3% | 35% | 3% | -10% |
| Cc1ccc2cc(CCNS(=O)(=O)c3ccc(Cl)cc3)c(=O)[nH]c2c1C | -1% | -10% | -8%[57.1 µM] | -15% | -17% | 4% | -19% | 0% | -6% |
| COc1ccccc1C(O)(C(=O)NN(C)c1ccccc1)c1ccccc1OC | -5% | 4% | 12%[11.4 µM] | -6% | 1% | 23% | 29% | 2% | 2% |
| CC(C)N(C(=O)CSc1ccc(S(=O)(=O)N2CCCCC2)cn1)C(C)C | -4% | -14% | 21% | 0% | 6% | 0% | 42%[activator] | -12% | -1% |
| COc1cc2c(cc1OC)N1C(=O)CC(OCC(=O)O)C3C4CC5(CCN5C(=O)C4=O)C2C31 (centres undefined) | -3% | -38% | -3%[57.1 µM] | -6% | 1% | -4% | 60%[activator] | -1% | -5% |
| COc1cc(N2Cc3ccccc3C2)ccc1C=O | -3% | 6% | 0% | -24% | -23% | 7% | 10% | -8% | -13% |
| CC(NC(=O)CNC(=O)C1CCCCC1)c1ccc(S(N)(=O)=O)cc1 (centres undefined) | -10% | -11% | 8% | -17% | -8% | -4% | 31% | -9% | 4% |
| CC(C)(C)OC(=O)N1CCC[C@H]1C(=O)O | 7% | 1%&20% | 12%&-1% | 0% | -18%&-4% | 3% | 28%&18% | 3%&-1% | -8% |
| COCCNc1oc(-c2ccc(C)cc2)nc1C#N | 1% | 5% | -35% | ? | -18% | 19% | 2% | 10% | -4% |
| COc1ccc(S(=O)(=O)n2nc(C)c(S(=O)(=O)N3CCCCCC3)c2C)cc1C | -10% | 17% | 30%[57.1 µM] | ? | ? | 0% | 8%[57 µM] | -6% | 0% |
| CCN(C(=O)COc1cc(=O)n(C)c2ccccc12)c1cccc(C(F)(F)F)c1 | -5% | -19% | 22% | ? | -1% | -8% | 42%[activator] | -1% | -2% |
| O=[N+]([O-])c1ccc(Cl)c(NC2=NCCCCC2)c1 | 3% | -16% | 0% | 6% | 1% | 9% | 18%[57 µM] | -1% | 2% |
| O=C(O)c1cc(-c2ccc(/C=C3\NC(=O)N(c4ccccc4)C3=O)o2)ccc1Cl | -25% | ? | -33% | ? | 56µM* | ? | -4% | ? | 16% |
| C=CCOC(=O)c1[nH]c2c(c1C)C(=O)CC(c1cc(OC)c(OC)c(OC)c1)C2 (centres undefined) | -8% | 3% | -16%[57.1 µM] | . | -2% | -11% | 42%[activator] | 4% | -1% |
| O=C(NCCCc1ccccc1)c1ccc(Br)o1 | -5% | -32% | -27% | -2% | -6% | -6% | 74% | 1% | -1% |
| COc1cccc(C(=O)Nc2nc3c(s2)CCCC3)c1 | -7% | -36% | 8% | ? | ? | 1% | -13% | -18% | 3% |
| CCCCOc1ccc(C(=O)NCC(=O)N(C)Cc2nc3ccccc3c(=O)[nH]2)cc1 | i | 19% | 8% | 12% | -8% | -2% | 28% | -5% | -8% |

5 compounds from above, reduced to TrxR1 inh.
canonical_smiles	TrxR1 inh
COc1cc(N2Cc3ccccc3C2)ccc1C=O	0%
O=C(NCCCc1ccccc1)c1ccc(Br)o1	-27%
CC(C)(C)OC(=O)N1CCC[C@H]1C(=O)O	12%&-1%
COCCNc1oc(-c2ccc(C)cc2)nc1C#N	-35%
CCCCOc1ccc(C(=O)NCC(=O)N(C)Cc2nc3ccccc3c(=O)[nH]2)cc1	8%

From PubChem
